Screening data from PubChem.
Shn3 inh set2 – reduces Shn3 3'UTR luciferase signal in osteoblasts; Clone20 osteoblast Shn3 3'UTR firefly luciferase, 24 h; inhibition, % at 12.5 µM; hit rate 0.52% among 360,000; AID 588674;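 active means mean inhibition of at least 75% with every replicate also reaching 75%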;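 further: 0% = median of neutral control wells and 100% = pilot-screen positive control compound; some compounds past the cut are filed as inactive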
NR2E3 ag-1 – agonists of human nuclear receptor NR2E3. Q9Y5X4. GST-NR2E3/biotin-RetCOR TR-FRET, 1536-well. inhibition of corepressor binding, % at 4.78 µM. hit rate 0.12% among 320,000. AID 2300;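 active means percent inhibition above the cutoff of mean plus 3 SD of all tested compounds, set per screening campaign, cut at about 20% in these data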;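 further: 0% = DMSO wells and 100% = biotin wells as full block of FRET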
Target sequence (Q9Y5X4 whole entry, looked up): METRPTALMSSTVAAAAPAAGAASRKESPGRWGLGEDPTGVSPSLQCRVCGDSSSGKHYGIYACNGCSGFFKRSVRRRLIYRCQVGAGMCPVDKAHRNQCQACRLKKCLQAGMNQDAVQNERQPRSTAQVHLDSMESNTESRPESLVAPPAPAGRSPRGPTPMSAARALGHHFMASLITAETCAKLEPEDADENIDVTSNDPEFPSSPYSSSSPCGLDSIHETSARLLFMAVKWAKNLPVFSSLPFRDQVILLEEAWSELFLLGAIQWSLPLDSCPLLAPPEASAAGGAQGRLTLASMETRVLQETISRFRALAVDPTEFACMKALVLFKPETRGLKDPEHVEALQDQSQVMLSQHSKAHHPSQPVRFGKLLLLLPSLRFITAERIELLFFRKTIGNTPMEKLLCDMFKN
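System: GST-tagged NR2E3 plus biotinylated RetCOR corepressor; Amount: 1.35 nM GST-tagged NR2E3 final; Dosing: single nominal compound dose of 4.8 µM; Schedule: 5 h incubation at 4 °C; Technique: TR-FRET with europium anti-GST and streptavidin-D2, 340 nm excitation; Controls: biotin wells as high control, 0.6% DMSO wells as low control.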
TWEAK-Fn14 inh – TWEAK-Fn14 signaling inhibition; TWEAK-stimulated Fn14 reporter cells, luciferase luminescence, 8 h; inhibition, % at 10 µM; hit rate 2% among 360,000; AID 1159606; in the data active means inhibition above about 50%
TRPM1 prom inh – reduces MITF-dependent TRPM1 promoter luciferase signal; SK-MEL-5 TRPM1 promoter luciferase, 24 h; inhibition, % at 12.5 µM; hit rate 0.83% among 330,000; AID 488899;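 active means mean inhibition across replicates of 60% or more, whatever share of single replicates reaches that level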; further: values of inactives mirror those of a sister screen read the other way
Peg3 promoter – reduces Peg3 promoter-driven luciferase expression in HeLa | AID 588405 | hit rate 1.7% among 360,000 | inhibition, % at 20 µM | HeLa PEG-Prom luciferase reporter, luminescence, overnight;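 active means inhibition of at least 50% at 20 µM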
CF NFkB block – cystic fibrosis NF-kB activation inhibition; KKLEB NF-kB-GFP reporter, PAF-induced, GFP fluorescence overnight; inhibition, % at 5 µM; hit rate 0.86% among 360,000; AID 588850;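 active means at least 50% inhibition at 5 µM, scaled per plate between neutral and stimulator controls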;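 further: PAF is a Pseudomonas aeruginosa culture filtrate used as stimulus; plate controls were PAF-stimulated DMSO wells for no effect and unstimulated DMSO wells for full effect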
KKLEB cytotox – counter-screen for CF NF-kB inhibitors: cytotoxicity; AID 602141; hit rate 0.36% among 360,000; activity change (cytotoxicity), % at 5 µM; KKLEB CF airway cells viability, ATPlite luminescence, overnight; hits give low values; cells stimulated with P. aeruginosa culture filtrate;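 active means corrected activity change at or below -50% at 5 µM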
aDG glyco up – increases alpha dystroglycan glycosylation; Pro5-aDG cells, alpha-DG glycosylation AlphaScreen (IIH6); 0% Pro5, 100% B10-LARGE cell signal; hit rate 0.22% among 360,000; activation, % at 10 µM;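 active means activation of at least 8% versus controls, or a plate z-score of at least 8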;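 further: Pro5 are CHO cells carrying HIG-tagged alpha-DG that lacks glycosylation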
NR2E3 ag-2 – activates human NR2E3 receptor. Q9Y5X4. CHO-S Gal4-NCOR/VP16-NR2E3 two-hybrid, luciferase. inhibition of corepressor binding, % at 3.98 µM. hit rate 0.35% among 360,000. AID 602229;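 active means inhibition above the mean of all tested compounds plus 3 SD, cut at about 70% in these data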;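 further: 0% = DMSO with NR2E3 transfected cells and 100% = cells lacking NR2E3 construct; higher means lower luciferase signal from less NR2E3 corepressor binding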
HIF-2a inh – HIF-2a inhibition | 786-0 RCC cells HIF-2a reporter, luciferase luminescence, overnight | inhibition, % at 18.8 µM | hit rate 0.72% among 360,000;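 active means inhibition of the luminescence signal of 40% or more relative to plate controls, in a single-dose primary screen at 18.75 µM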
hiPSC survival – enhancers of human iPSC single-cell survival | survival enhancement, % at 20 µM | hit rate 0.044% among 360,000 | hiPSC single-cell survival, ATPlite luminescence; 100% = ROCK inhibitor wells, 0% = DMSO; in the data active means survival enhancement above about 18%;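 further: cells exposed to compounds for 16 hours before the ATP read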
Starred values were filed as active, the others as inactive; / = not tested or not shown.

SMILES	Shn3 inh set2	NR2E3 ag-1	TWEAK-Fn14 inh	TRPM1 prom inh	Peg3 promoter	CF NFkB block	KKLEB cytotox	aDG glyco up	NR2E3 ag-2	HIF-2a inh	hiPSC survival
Cn1c(CN2CCCCC2)c(C#N)c2ccccc21	7.1	-0.7	-16.1	13.3	10.4	4.8	-6.3	-0.2	-32.2	-5.1	0.5
Cc1ccccc1OCC(=O)NCCS(=O)(=O)N1CCN(c2ccc(F)cc2)CC1	-2.5	-4.6	10.1	0.0	3.1	-21.9	10.8	-0.2	5.3	6.4	-0.5
C/C(=N\NC(=O)c1ccc(NS(=O)(=O)c2cccs2)cc1)c1ccncc1	2.7	0.2	-6.5	-2.6	8.9	1.7	4.7	0.1	5.5	21.3	0.1
CS(=O)(=O)n1nc(C(=O)N2CCOCC2)nc1N	12.4	-1.2	29.4	-10.0	1.6	8.0	-2.8	0.0	-0.1	3.9	1.8
CC(=O)C(=Cc1ccc(O)cc1)C(C)=O	10.5	/	1.0	-1.3	5.4	-15.2	7.8	-0.2	-26.7	9.1	0.8
CC(=O)NCCCc1nc2ccccc2n1Cc1ccc(C)cc1	4.8	2.8	5.9	-6.5	9.8	-14.5	9.4	-0.1	5.5	8.9	-0.1
COc1cc(C(=O)NC2CCCc3c2cnn3-c2ccccc2F)cc(OC)c1OC (centres undefined)	89.4*	-0.6	23.0	26.5	13.4	-9.6	-1.0	0.2	30.1	10.7	0.0
C[C@H]1COC(=O)[C@H](CC(=O)OC(C)(C)C)C/C=C\C[C@H](CC(=O)N(CCO)Cc2ccccc2)C(=O)N1	-3.4	/	-1.6	0.4	-0.4	-6.3	16.8	0.0	3.6	5.8	-0.3
NC(=O)c1ccsc1NC(=O)C1CCCN1S(=O)(=O)c1ccc(Cl)cc1 (centres undefined)	12.2	-1.5	3.9	-2.6	9.7	12.4	-7.7	2.3	-17.7	22.5	0.4
Cc1cc(C)cc(NC(=O)CC2NCCNC2=O)c1 (centres undefined)	-8.5	1.1	-22.4	-5.1	5.6	10.7	0.1	-0.4	13.0	-1.2	-4.1
CCOC(=O)c1c(N)nn(C(=O)c2ccccc2)c1-c1ccccc1	-43.4	6.5	20.4	1.1	8.0	-9.9	-2.5	0.6	15.5	2.1	4.3
Cc1nn(Cc2ccc([N+](=O)[O-])cc2)c(=O)n1-c1ccc(Cl)cc1	-1.2	4.5	16.3	-19.7	10.3	-5.2	-5.1	-0.1	10.7	4.1	-0.4
CCOC(=O)N1CCN(C(=O)CCN2C(=O)COc3ccc(C)cc32)CC1	10.9	0.3	-0.1	3.0	-1.2	-6.0	-3.9	0.0	8.1	5.9	-0.1
O=c1c(Cc2c(F)cccc2Cl)c(O)ccn1CCCn1ccnc1	-13.5	2.5	-1.8	7.1	10.6	7.3	-1.0	1.2	11.2	17.4	-0.6
Cc1c(-c2ccccn2)c(=O)[nH]n1-c1ccc(F)cc1	13.5	0.7	50.8*	1.6	-106.9	-20.1	12.5	0.2	-131.7	-78.8	-3.3
CC(=O)N1C[C@@H](CO)[C@@H](N(C)C(=O)C(C)(C)C)C[C@H]1c1ccccc1	-11.0	/	-0.8	/	-5.9	-7.1	-3.6	0.0	4.8	2.0	1.0
CCOP(=O)(OCC)c1nc(-c2cccc3ccccc23)oc1NCCc1ccc(OC)cc1	3.2	-1.0	-0.9	-9.3	43.9	7.0	-5.8	0.3	-9.9	24.1	-1.2
O=S1(=O)N=C(N2CCOCC2)c2ccccc21	5.3	13.2	6.3	-1.8	4.4	20.3	-10.7	0.4	-27.7	3.9	0.7
COCCC1CCCCN1Cc1cn(-c2ccccc2)nc1-c1ccc2c(c1)OCO2 (centres undefined)	-12.4	-1.2	-16.6	-10.9	7.7	-11.3	3.8	-0.1	-1.6	5.8	0.4
C=CCNC(=O)NC(=S)c1ccccc1	-8.2	3.2	-17.6	-13.3	-94.1	-9.8	27.8	0.0	-9.9	-74.2	-3.4
Cc1ccc(CCNC(=O)CN2C(=O)COc3ccc(S(=O)(=O)N4CCC(C)CC4)cc32)cc1	27.6	1.2	10.0	1.9	14.6	5.6	12.7	0.0	-26.8	9.3	0.1
O=C(c1cc2cc([N+](=O)[O-])ccc2oc1=O)N1CCOCC1	-15.2	-2.7	-7.6	7.0	17.1	23.6	-2.6	-0.2	6.0	9.6	0.4
COc1ccc(CCN2C(=O)CS/C2=N\NC(=O)c2ccc(C(C)(C)C)cc2)cc1OC	13.3	-0.5	4.6	-1.6	5.2	5.0	-10.5	-0.2	-11.6	3.0	1.7
COc1ccccc1CNC(=O)c1ccc(NC(=O)CC2SC(N3CCCC3)=NC2=O)cc1 (centres undefined)	5.9	/	4.9	-5.4	-3.1	-2.0	3.2	0.1	7.0	-15.6	-0.2
CCOc1ccc(NC(=O)c2ccccc2NC(=O)CN2CCCCCC2)cc1	-52.1	/	7.8	1.2	4.6	3.8	-2.9	0.0	3.1	-17.8	-0.2

Entries above marked active in Shn3 inh set2:
Compound | Shn3 inh set2 | NR2E3 ag-1 | TWEAK-Fn14 inh | TRPM1 prom inh | Peg3 promoter | CF NFkB block | aDG glyco up | NR2E3 ag-2 | HIF-2a inh
COc1cc(C(=O)NC2CCCc3c2cnn3-c2ccccc2F)cc(OC)c1OC (centres undefined) | 89.4* | -0.6 | 23.0 | 26.5 | 13.4 | -9.6 | 0.2 | 30.1 | 10.7

Remaining list, next part:
SMILES	Shn3 inh set2	NR2E3 ag-1	TWEAK-Fn14 inh	TRPM1 prom inh	Peg3 promoter	CF NFkB block	KKLEB cytotox	aDG glyco up	NR2E3 ag-2	HIF-2a inh	hiPSC survival
COc1cc(/C=C/C(=O)N(C)c2ccccc2C(=O)O)cc(OC)c1OC	-5.7	7.3	28.9	-5.8	-3.4	6.9	-0.3	-0.1	-36.5	-31.2	0.8
COc1cccc(NC(=O)c2oc3ccccc3c2NC(=O)c2ccc3c(c2)OCO3)c1	-17.2	3.2	33.9	-12.7	-94.3	-21.0	-0.6	-0.5	-28.5	-176.1	-2.0
O=C(OCC(=O)N(CCc1ccccc1)Cc1ccccc1)c1cccc(S(=O)(=O)N2CCOCC2)c1	9.2	/	-15.8	17.2	9.0	24.8	-9.7	1.1	-1.1	6.9	0.5
COc1ccccc1NC(=O)NNC(=O)C(C)Oc1ccc2ccccc2c1 (centres undefined)	-2.9	/	5.7	1.0	19.3	14.2	-6.1	-0.1	-1.4	6.2	1.1
COc1ccccc1N1CCN(c2nnc(-c3ccc(F)cc3)c3ccccc23)CC1	43.2	0.1	42.8	10.7	33.7	15.9	-8.1	1.7	4.0	9.7	-3.5
Cc1ccc(NS(=O)(=O)c2ccc(C(=O)NNC(=O)c3ccccc3O)cc2)cc1	29.0	-1.9	13.0	18.9	24.3	-15.9	13.7	0.2	-13.2	8.7	-0.1
Cc1cccc(C2NC(=O)c3c(sc(C)c3C)N2)c1O (centres undefined)	-14.1	-0.9	2.9	10.8	-37.3	-3.5	0.5	-0.1	-24.9	-100.6	2.7
COc1ccc2[nH]c3c(=O)n(CCCCC(=O)NCCC(C)C)c(=S)[nH]c3c2c1	-6.0	-2.8	-8.4	5.4	-5.6	-9.9	-3.1	0.0	-10.2	8.2	-1.7
O=C1CCC(=O)N1c1ccc(S(=O)(=O)N2CCCC2)cc1	-13.0	-2.7	-1.9	-8.8	21.4	0.1	-1.5	-0.5	3.3	5.6	-1.7
Cc1cc([N+](=O)[O-])ccc1NC(=O)Nc1ccc(F)cc1F	62.5	-2.2	25.3	-6.5	-32.0	16.6	-15.2	-0.3	-13.1	-144.7	-1.0
Cc1ccc(N2CC(C(=O)N3CCOCC3)CC2=O)cc1Cl (centres undefined)	-12.0	1.6	23.5	10.5	-1.8	5.5	-4.5	0.1	-1.9	6.3	1.1
CCOC(=O)c1c(C)[nH]c(C)c1C(=O)COC(=O)c1ccc(S(=O)(=O)N(CC)CC)cc1	16.6	3.4	2.8	0.9	21.2	6.0	-0.4	0.1	9.4	18.3	-0.6
Cc1c(C(C)C)c(=O)n(-c2ccc(S(=O)(=O)NC3CCCCC3)cc2)n1C	88.0*	1.8	27.5	25.8	9.6	17.6	-9.0	6.0	71.7*	15.9	-0.1
COCCCNS(=O)(=O)c1ccc(OC)c(Cl)c1Cl	9.4	-0.4	-2.4	13.8	2.7	-4.7	0.7	0.1	-6.0	-2.6	0.9
Cc1ccc(OCc2nnc(SCc3ccc(C#N)cc3)n2-c2ccc(C)cc2)cc1	-2.4	3.2	9.3	-10.4	16.5	-9.4	-2.3	-0.2	-10.8	-1.6	-0.6
CCOC(=O)c1ccc(N2C=C(C(=O)OC)C(c3cccc(O)c3)C(C(=O)OC)=C2)cc1	3.8	-0.5	4.9	-2.2	-4.6	2.9	4.7	0.4	-20.2	-36.3	0.1
COc1cc(CC(=O)O)ccc1OCc1ccccc1	4.8	2.4	-0.7	-2.0	14.0	-14.2	2.6	1.3	12.8	20.0	-0.5
CCCc1ccc(OCc2ccc(C(=O)N3CCSCC3)o2)cc1	-14.1	0.9	-38.2	-37.3	-251.9	-5.0	-4.1	-0.1	-172.7	-218.1	1.1
COC(=O)c1cc(C(=O)Nc2nnc(CC(C)(C)C)s2)cc([N+](=O)[O-])c1	-0.6	-1.3	-2.9	10.8	-3.9	-13.6	0.7	-0.1	-10.1	9.0	1.2
Cc1ccccc1-c1nc(CS(=O)(=O)CC(=O)NC2CCCC2)c(C)o1	5.1	1.3	-10.3	-2.9	21.9	-17.1	12.3	-0.1	5.0	2.7	0.1
CCOC(=O)C1=C(C(C)=O)C(c2cccnc2)C(C#N)=C(N)O1 (centres undefined)	-23.7	-5.8	-1.4	6.3	11.1	-2.5	-20.8	-0.1	-4.5	10.7	-0.8
CCC1(c2ccc(F)cc2)NC(=O)N(CC(=O)N2CC(=O)Nc3ccccc32)C1=O (centres undefined)	-8.5	-3.9	12.9	-5.0	6.6	16.4	-10.9	0.0	-25.3	2.1	-0.4
O=c1c2[nH]cnc2n(-c2ccc(F)cc2)c(=O)n1Cc1ccccc1	15.1	1.5	8.9	2.1	16.1	28.5	-14.9	-0.1	0.0	8.2	1.0
CCOC(=O)c1[nH]c2ccccc2c1NC(=S)Nc1cc(C)ccc1C	-15.7	-11.0	-5.1	/	-64.8	12.2	5.4	0.0	-23.2	-68.8	-3.4
Cn1c(=O)c2[nH]c(CNCc3ccccc3Cl)nc2n(C)c1=O	-8.2	-1.8	-0.1	-1.7	7.7	0.3	4.4	-0.2	-19.1	8.8	-2.6
Cc1cc(Cl)ccc1OCC(=O)N1CCN(c2ncccn2)CC1	24.6	-3.2	4.7	-4.9	2.2	8.7	-1.7	0.6	-14.1	12.3	1.7
CCN1CCc2nc(N)sc2C1	-5.2	4.2	-3.6	2.8	-2.4	-5.1	-2.1	0.1	8.7	16.2	0.0
Cc1cccc(Nc2ccccc2C(=O)NCc2ccco2)c1C	7.9	2.1	23.4	12.5	25.5	4.9	-4.1	-0.1	-61.2	12.0	0.6
O=C(Nc1sc2c(c1C(=O)N1CCOCC1)CCCCC2)c1cccnc1	-1.3	-1.9	26.8	-2.8	-7.3	17.4	-14.6	-0.5	-2.2	6.3	0.0
